Myeloid diff 2: compounds promoting myeloid differentiation. AID 624256. 360,000 tested, 1% active. calls only at 10 µM. ER-HoxA9 myeloid progenitors, lysozyme-GFP differentiation, flow cytometry;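 active means normalized GFP-positive differentiation at or above the plate's own cutoff, the solvent-only control mean plus 3 SD; inconclusive means no clear call, values can overlap the other calls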;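 further: cells exposed to compound for four days before flow analysis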
LYP phosphatase: inhibitors of LYP phosphatase, biochemical, fluorescence intensity, uHTS (AID 1779). recombinant LYP phosphatase, fluorescence intensity; higher % means a stronger effect. inhibition, % at 11.5 µM, or IC50 in µM where a hit was titrated. 290,000 tested, 0.054% active; in the data active means inhibition above about 50%;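 further: plate controls were vehicle with enzyme for no effect and no enzyme for full effect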
Siah-1 displacement: blockers of Siah-1 interaction with plectin peptide – biochemical, fluorescence polarization, rhodamine-plectin, uHTS, primary screen (AID 1817). 290,000 tested, 0.02% active. Siah-1 / rhodamine-plectin peptide fluorescence polarization; higher % means a stronger effect. one-dose displacement, % at 20 µM; IC50 in µM for titrated hits;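 active means displacement of at least 50% at 20 µM, with a fluorescence ratio check between 0.3 and a set limit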;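 further: plate controls were Siah plus tracer with DMSO for no effect and tracer alone without Siah for full effect; strong numbers were not always called active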
NTR1 agonist: NTR1-driven beta-arrestin-GFP spot formation – imaging, U2OS cells, high content, primary screen (AID 493036). 330,000 tested, 0.17% active. agonist mode. activation, % at 20 µM. P30989;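 active means activation at or above 40% of the spot to cytoplasm intensity ratio, with at least 20 cells analyzed; inconclusive means wells under 20 cells, flagged as cytotoxic or low count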;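 further: 0% = DMSO without peptide and 100% = 100 nM NTR1 peptide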
Target sequence (P30989 whole entry, looked up): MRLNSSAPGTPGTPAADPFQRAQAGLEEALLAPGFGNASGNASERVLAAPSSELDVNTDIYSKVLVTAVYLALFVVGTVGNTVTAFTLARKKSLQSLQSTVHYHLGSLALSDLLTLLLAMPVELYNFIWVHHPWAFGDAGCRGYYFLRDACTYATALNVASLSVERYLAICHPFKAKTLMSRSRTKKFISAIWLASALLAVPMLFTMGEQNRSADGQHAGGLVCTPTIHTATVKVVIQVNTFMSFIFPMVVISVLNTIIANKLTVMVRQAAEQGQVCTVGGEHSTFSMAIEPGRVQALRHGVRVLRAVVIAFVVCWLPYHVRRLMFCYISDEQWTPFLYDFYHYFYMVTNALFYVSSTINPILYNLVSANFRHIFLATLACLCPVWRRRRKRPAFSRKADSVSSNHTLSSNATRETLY
Salmonella PhoP GFP: PhoP-dependent GFP reporter repression – Salmonella Typhimurium, primary screen (AID 1863) | S. Typhimurium PhoP-regulated promoter GFP reporter, 4 h; higher % means a stronger effect | inhibition, % at 50 µM; hits with a dose series show IC50 in µM | 300,000 tested, 0.16% active;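 active means inhibition over 29.93%, a cutoff 3 SD above the screen mean, later confirmed by dose response; inconclusive means inhibition over 29.93% but no dose response follow-up; inactive means inhibition at most 29.93% or unconfirmed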;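 further: 0% = low Mg2+ inducing control and 100% = high Mg2+ repressing control; strong numbers were not always called active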
HIV peptide binding: inhibitors of HIV fusion peptide binding, primary screen, biochemical, uHTS, fluorescence dequenching (AID 1986) | cell-free peptide binding, fluorescence dequenching, 30 min; higher % means a stronger effect | inhibition, % at 20 µM, or IC50 in µM where a hit was titrated | 290,000 tested, 0.3% active; in the data active means inhibition mostly above about 52%, no sharp cut-off; inactive means mostly below about 76%; further: some results filed as inactive read as strong as hits
MgcRacGAP inhibition: MgcRacGAP GTPase-activating activity inhibitors, confirmation, biochemical, ADP Hunter fluorescence; MgcRacGAP-stimulated Rac1 GTP hydrolysis, ADP Hunter fluorescence; higher % means a stronger effect; GST-tagged Rac1 F28L mutant substrate; one-dose inhibition, % at 30 µM; IC50 in µM for titrated hits; 340,000 tested, 0.6% active;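 active means first-screen hits whose inhibition reached a set limit at any dose in the follow-up dose series; inconclusive means inhibition above the set first-screen limit but never retested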;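 further: fluorescence reports GDP produced by GAP-driven GTP hydrolysis; strong numbers were not always called active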
GPR55 antagonists: GPR55 antagonists blocking LPI-driven arrestin recruitment, primary screen, imaging, U2OS, beta-arrestin-GFP, LPI agonist (AID 2013); U2OS GPR55 beta-arrestin-GFP translocation imaging, LPI antagonism; higher % means a stronger effect; inhibition, % at 10 µM; hits with a dose series show IC50 in µM; 290,000 tested, 0.13% active;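 active means spots per cell inhibited over 60%, with over 100 cells counted and total cytoplasm intensity under 500,000; inconclusive means wells with under 100 cells, flagged as likely toxic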;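 further: U2OS cells stably carrying GPR55 and arrestin-GFP stimulated by 5 µM LPI near EC80; imaged beta-arrestin-GFP aggregate spots per cell after agonist stimulation; plate controls were LPI-stimulated DMSO wells for no effect and DMSO wells without LPI for full effect; some results filed as inactive read as strong as hits; confirmed hits need IC50 under 10 µM and bright autofluorescent wells are also inconclusive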
GPR35 antagonists: GPR35 antagonists blocking zaprinast-driven arrestin recruitment, primary screen, imaging, U2OS, beta-arrestin-GFP, zaprinast agonist (AID 2058); U2OS GPR35 beta-arrestin-GFP translocation imaging, zaprinast antagonism; higher % means a stronger effect; inhibition, % at 10 µM, or IC50 in µM where a hit was titrated; 290,000 tested, 0.052% active;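 active means inhibition of at least 50% with at least 30 cells and total cytoplasm GFP at most 10,000,000; inconclusive means under 30 cells or total GFP of 10,000,000 plus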
NTR1 agonist cell count 20 µM: further read-out of NTR1 agonist, marked with its call; cell count; measured here: cell count, cytotoxicity flag
Myeloid diff 2 GFP+ MAC1+ %: second read-out of Myeloid diff 2, no call of its own (marks repeat the call); GFP+ MAC1+ double positive, %; measured here: differentiation confirmed by MAC1 staining
An asterisk follows results filed as active; i = inactive; u = inconclusive; x = not tested or not shown. Not a hit list; overall some 2.4% were active at least once.

SMILES	Myeloid diff 2	Myeloid diff 2 GFP+ MAC1+ %	LYP phosphatase	Siah-1 displacement	NTR1 agonist	NTR1 agonist cell count 20 µM	Salmonella PhoP GFP	HIV peptide binding	MgcRacGAP inhibition	GPR55 antagonists	GPR35 antagonists
COc1ccc(CNC(=O)CNC(=O)c2ccc(Br)o2)cc1OC	x	x	-10%	3%	1.7	60	-5%	0.8%	4%	0%	-10%
N#CCCN(C(=O)COC(=O)c1cccc(S(=O)(=O)N2CCCC2)c1)c1ccc(F)cc1	i	0.0	-12%	4%	1.3	55	-9%	2.3%	5%	-8%	6%
Cc1cc(C)nc(NC(=O)Cc2ccc([N+](=O)[O-])cc2)c1	i	0.3	-4%	6%	0.3	43	10%	-0.9%	-1%	2%	-3%
COc1ccc(OC)c(S(=O)(=O)NC(N)=NCCc2ccccc2)c1	i	0.4	-5%	-3%	-2.0	83	-10%	1.6%	-1%	6%	-17%
O=C(OCC(=O)c1c[nH]c2ccccc12)c1ccco1	i	1.2	-8%	-2%	-1.5	48	10%	-1.0%	-2%	-1%	6%
O=C1c2ccccc2C(=O)c2c1cccc2N1CCN(Cc2ccccc2)CC1	i	0.4	3%	0%	2.9	86	9%	-4.4%	11%	3%	4%
COc1ccccc1NC(=O)c1cc2c(s1)-c1ccccc1S(=O)(=O)C2	i	1.0	-1%	16%	0.8	57	-1%	-1.8%	17%	10%	-10%
N[C@@H](Cc1ccc(O)cc1)c1nnc([C@H](CO)NC(=O)C2CCNCC2)o1	i	0.7	-8%	4%	0.0	69	-2%	0.9%	10%	-3%	-3%
C/C(CC(=O)Nc1ccccc1Cl)=N\NC(=O)C(=O)NCCO	i	0.1	-5%	16%	1.0	50	-3%	-1.8%	2%	-2%	6%
COc1ccccc1CNC(=O)c1ccc2c(=O)n(CC3CCCO3)c(=S)[nH]c2c1 (configuration not stated)	i	3.4	2%	0%	0.2	44	-8%	-1.5%	1%	-4%	-7%
Cc1ccccc1N1CCN(Cc2nc(Cc3ccccc3F)no2)CC1	i	0.4	-1%	6%	3.3	56	-6%	3.4%	8%	-3%	-5%
COc1ccc2c(c1)c(/C=C/c1cc[n+](C)cc1)cn2C	u	x	-4%	0%	-2.3	63	7%	79%	11%	17%	49%
S=c1[nH]nc(-c2ccc(Br)cc2)n1-c1ccc(Br)cc1	i	0.4	-6%	-3%	0.6	67	-4%	-1.3%	1%	5%	-1%
CC1CCN(CCCNC(=O)c2ccc(CS(=O)(=O)Cc3ccc(Cl)cc3)o2)CC1	i	2.9	-7%	3%	0.5	71	4%	0.0%	5%	-1%	0%
CC(C)C(=O)Nc1ccc(NC(=O)c2ccccn2)cn1	i	1.9	-1%	3%	1.6	63	0%	0.6%	3%	-5%	6%

Exported as a markdown table: part of the list above
| smiles | Myeloid diff 2 | Myeloid diff 2 GFP+ MAC1+ % | LYP phosphatase | Siah-1 displacement | NTR1 agonist | NTR1 agonist cell count 20 µM | Salmonella PhoP GFP | HIV peptide binding | MgcRacGAP inhibition | GPR55 antagonists | GPR35 antagonists |
| --- | --- | --- | --- | --- | --- | --- | --- | --- | --- | --- | --- |
| O=C1c2ccccc2C(=O)c2c1cccc2N1CCN(Cc2ccccc2)CC1 | i | 0.4 | 3% | 0% | 2.9 | 86 | 9% | -4.4% | 11% | 3% | 4% |
| COc1ccccc1NC(=O)c1cc2c(s1)-c1ccccc1S(=O)(=O)C2 | i | 1.0 | -1% | 16% | 0.8 | 57 | -1% | -1.8% | 17% | 10% | -10% |
| N[C@@H](Cc1ccc(O)cc1)c1nnc([C@H](CO)NC(=O)C2CCNCC2)o1 | i | 0.7 | -8% | 4% | 0.0 | 69 | -2% | 0.9% | 10% | -3% | -3% |
| C/C(CC(=O)Nc1ccccc1Cl)=N\NC(=O)C(=O)NCCO | i | 0.1 | -5% | 16% | 1.0 | 50 | -3% | -1.8% | 2% | -2% | 6% |
| COc1ccccc1CNC(=O)c1ccc2c(=O)n(CC3CCCO3)c(=S)[nH]c2c1 (configuration not stated) | i | 3.4 | 2% | 0% | 0.2 | 44 | -8% | -1.5% | 1% | -4% | -7% |
| Cc1ccccc1N1CCN(Cc2nc(Cc3ccccc3F)no2)CC1 | i | 0.4 | -1% | 6% | 3.3 | 56 | -6% | 3.4% | 8% | -3% | -5% |
| COc1ccc2c(c1)c(/C=C/c1cc[n+](C)cc1)cn2C | u | x | -4% | 0% | -2.3 | 63 | 7% | 79% | 11% | 17% | 49% |
| S=c1[nH]nc(-c2ccc(Br)cc2)n1-c1ccc(Br)cc1 | i | 0.4 | -6% | -3% | 0.6 | 67 | -4% | -1.3% | 1% | 5% | -1% |
| CC1CCN(CCCNC(=O)c2ccc(CS(=O)(=O)Cc3ccc(Cl)cc3)o2)CC1 | i | 2.9 | -7% | 3% | 0.5 | 71 | 4% | 0.0% | 5% | -1% | 0% |
| CC(C)C(=O)Nc1ccc(NC(=O)c2ccccn2)cn1 | i | 1.9 | -1% | 3% | 1.6 | 63 | 0% | 0.6% | 3% | -5% | 6% |

(next part)
SMILES	Myeloid diff 2	Myeloid diff 2 GFP+ MAC1+ %	LYP phosphatase	Siah-1 displacement	NTR1 agonist	NTR1 agonist cell count 20 µM	Salmonella PhoP GFP	HIV peptide binding	MgcRacGAP inhibition	GPR55 antagonists	GPR35 antagonists
CCOC(=O)C(NC(=O)CC)C(O)c1cccc([N+](=O)[O-])c1 (configuration not stated)	i	1.4	2%	-1%	0.5	46	10%	1.1%	1%	-7%	-8%
CCN(C(=O)CSc1nc2nc(C)cc(C)n2n1)C1CCS(=O)(=O)C1 (configuration not stated)	i	0.4	-3%	0%	-0.4	57	6%	0.2%	4%	7%	4%
Cc1ccccc1CCN(C(=O)Cn1nnc2ccccc21)C(C(=O)NCC1CCCO1)c1nc2ccccc2n1C (configuration not stated)	i	1.0	2%	16%	0.4	44	9%	0.1%	4%	19%	-10%
O=C(Cn1cccc1)NCc1cccs1	i	6.5	1%	0%	2.0	69	-17%	1.3%	6%	9%	-2%
O=C(CCC(=O)c1ccccc1)Nc1ccc(C(=O)O)cc1	i	0.3	-4%	-6%	-0.1	71	9%	-2.6%	6%	1%	13%
CCCCCCCc1nc2nc(C)c(Br)c(=O)n2[nH]1	i	0.6	-6%	-4%	3.2	60	1%	1.2%	6%	-6%	-6%
CC(=O)C1=C(O)C(=O)N(c2ccc(Br)cn2)C1c1ccc(Br)cc1 (configuration not stated)	i	0.5	-7%	17%	1.8	36	-3%	14%	4%	-10%	-5%
Cc1ccc(CS(=O)(=O)Cc2ccc(C(=O)NC3CCCC3)o2)cc1	i	4.2	-6%	10%	2.0	61	-5%	0.2%	6%	11%	0%
Cc1c(/C=N/NC(=O)C(C)(C)Oc2ccc(Cl)cc2)cnn1C	i	2.0	-11%	-3%	0.8	74	4%	-2.8%	5%	11%	-10%
COc1ccc(OC)c(NC(=O)CSc2nnc3ccc(-c4ccncc4)nn23)c1	i	1.2	1%	0%	2.1	63	-3%	-1.1%	15%	-2%	-21%
Cc1cccc(S(=O)(=O)NC2CCCCCCC2)c1	i	1.1	-1%	4%	3.9	49	3%	-0.6%	5%	-5%	-10%
CCC1Oc2ccc(C)cc2N(CC(=O)NCCC2=CCCCC2)C1=O (configuration not stated)	i	0.7	4%	-3%	-0.6	70	6%	-0.9%	-2%	6%	2%
Cc1cc(OCCCCCn2ccnc2)cc(C)c1Cl	i	0.3	1%	-13%	1.4	35	4%	-3.3%	7%	-7%	1%
O=C(Nc1ccc2c(c1)OCO2)N1CCN(c2ccccc2Cl)CC1	i	8.0	-5%	-5%	-0.9	45	-10%	0.4%	5%	5%	1%
CCSc1nnc(Cc2cc(=O)[nH]c(=O)[nH]2)n1-c1cccc(C)c1	i	2.1	-6%	14%	-0.6	76	-4%	-1.6%	6%	5%	9%
CCC(CC)C(=O)Nc1ccccc1-n1cccc1	i	0.6	-7%	3%	2.6	39	-4%	-2.9%	0%	28%	13%
CC1Cn2c(nnc2-c2ccccc2O)S1 (configuration not stated)	i	1.9	-3%	2%	-4.9	53	12%	0.1%	6%	10%	3%
CCOC(=O)Cn1c(=N)n(Cc2ccccc2)c2ccccc21	i	0.0	-4%	3%	-0.6	51	10%	-0.2%	-1%	27%	8%
CCOc1cc(/C=C2/C(=N)N3N=C(CC)SC3=NC2=O)ccc1OC(=O)c1ccco1	i	1.4	5%	0%	0.3	63	-5%	12%	20%	-10%	-2%
COc1ccccc1NC(=O)c1ccc(NC(=O)COC(=O)C2CCCO2)cc1 (configuration not stated)	i	0.6	-2%	5%	x	x	-4%	0.0%	5%	-2%	-1%
CCCc1ncc(CN2CCCCC2C(=O)Nc2ccc(Oc3ccccc3)nc2)cn1 (configuration not stated)	i	1.1	-7%	7%	-1.7	35	-1%	2.5%	2%	13%	9%
CS(=O)(=O)n1nc(OC(=O)c2cc(Br)ccc2Cl)cc1N	i	0.4	2%	-6%	2.1	81	10%	1.5%	10%	4%	4%
CN(C(=O)CSc1nnc(-c2ccncc2)n1Cc1ccccc1)C1CCS(=O)(=O)C1 (configuration not stated)	i	0.4	-3%	0%	0.6	72	-11%	-1.5%	3%	11%	-10%
Cc1ccc(C)c(-n2c(CNC(=O)c3ccco3)nnc2SCC(=O)N2CCc3ccccc32)c1	i	0.7	-6%	1%	2.5	67	-4%	-1.8%	9%	-4%	5%
C(=N\n1cnnc1)/c1ccc(N2CCOCC2)cc1	i	5.6	-2%	9%	1.0	68	0%	1.7%	8%	-4%	2%
COc1ccc2c(c1OC)C(=O)N(c1nc(SC)n[nH]1)C2=O	i	0.7	-3%	2%	1.4	45	2%	-0.4%	10%	-3%	4%
